Assay outcomes deposited in PubChem BioAssay by Broad Institute.
PGC1a acetyl inh: inhibitors of PGC1a acetylation signal, primary screen, cell-based, U2OS, AlphaScreen, inhibitor mode; inhibition, % at 15.6 µM; hit rate 0.17% among 350,000; AlphaScreen anti-acetyl-lysine; with virally co-expressed GCN5 acetyltransferase;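 active = every replicate shows inhibition of at least 40%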;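 also: 0% = neutral control wells and 100% = positive control wells; some results beyond the cut were filed as inactive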
Statin myotox sup: suppressors of statin myotoxicity in C2C12 myotubes, primary screen, cell-based, single point, plate reader; AID 602340, 2012; C2C12 myotubes + simvastatin, ATP luminescence, 48 h; scaled: DMSO 0, geranylgeraniol control 100; rescue of ATP level, % at 7.49 µM; hit rate 0.78% among 330,000;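 active = mean ATP rescue above about 67%, or every replicate alone reaching that limit, limit read from the data, passing the limit was not always enough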;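 also: myotubes were challenged with 10 µM simvastatin during compound exposure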
Cneo AK release: Cryptococcus neoformans cell lysis inducers, primary screen, AK release luminescence, single concentration; lysis activity, % at 15 µM; AID 651654, 2012; C. neoformans lysis, adenylate kinase release luminescence, 4 h; normalised: neutral wells 0, clomiphene wells 100; hit rate 0.2% among 360,000;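 active = mean lysis activity across replicates of at least 80%, whatever share of replicates individually reach that level; inactive = mean lysis activity below 80%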
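Material – Cryptococcus neoformans yeast cells · Quantity – 5 × 10^6 yeast cells/mL · Buffer or medium – YPD medium · Compound – single dose · Timing – 4 h static compound exposure, 37 °C, read 1 h post-reagent · Signal – adenylate kinase release luminescence · Read-out basis – lysis from increased AK signal · Benchmarks – Clomiphene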
ERAP1 HTS inh: human ERAP1 aminopeptidase inhibitors, primary screen, biochemical, single point, plate reader; Endoplasmic reticulum aminopeptidase 1 (Homo sapiens), Q9NZ08; recombinant ERAP1, Leu-AMC fluorescence, 60 min; inhibition, % at 10.7 µM; hit rate 0.15% among 340,000; AID 652197, 2013;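 active = mean replicate inhibition of at least 30%, or all replicates individually reaching that 30% level; inactive = mean below 30% and not every replicate reaching it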;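 also: 0% = neutral control wells and 100% = L-leucinethiol positive control wells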
XiGFP reactiv: activators of inactive X chromosome reactivation, primary screen, imaging, XiGFP fibroblasts, GFP high-content imaging, set 2 | XiGFP mouse fibroblasts, % GFP-positive cells imaging, 3 d; cells co-treated with 5-aza-dC sensitizer; scaled so ellipticine positive control = 100% | activation, % at 7.58 µM | hit rate 0.055% among 360,000 | AID 743238, 2013;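 active = mean normalized replicate activation at least 10% and every replicate at or above 10%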;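 also: 0% = median of on-plate neutral control wells and 100% = ellipticine 6 µM median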
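System: 68-5-11 XiGFP fibroblast line; Timing: 3 days compound exposure; Compound dosing: one concentration, pinned; Benchmarks: positive control ellipticine, 6 µM final; Buffer or medium: DMEM containing 5-aza-dC.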
SIRT5 block: SIRT5 desuccinylase inhibitors, primary screen, biochemical, fluorescence imaging, single point, set 5 | inhibition, % at 15 µM | Purified SirT5, succinyl-peptide AMC, trypsin-coupled fluorescence | AID 652115, 2013 | NAD-dependent protein deacylase sirtuin-5, mitochondrial (Homo sapiens), Q9NXA8 | hit rate 1.1% among 330,000; in the data active = inhibition above about 15%
Target sequence (Q9NXA8 whole entry, looked up): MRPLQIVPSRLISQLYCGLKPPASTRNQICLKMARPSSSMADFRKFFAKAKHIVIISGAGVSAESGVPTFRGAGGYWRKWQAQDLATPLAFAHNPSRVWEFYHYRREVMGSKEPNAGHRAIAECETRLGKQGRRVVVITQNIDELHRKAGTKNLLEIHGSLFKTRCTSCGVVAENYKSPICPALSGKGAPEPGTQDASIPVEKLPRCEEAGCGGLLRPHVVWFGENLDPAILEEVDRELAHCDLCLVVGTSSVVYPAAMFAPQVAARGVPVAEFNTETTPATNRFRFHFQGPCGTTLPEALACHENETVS
LGR2 antag: inhibitors of bursicon-induced LGR2 CRE-luciferase signal, primary screen, cell-based, HEK293, CRE-luciferase reporter, bursicon stimulation. Drosophila bursicon receptor LGR2 (rickets). bursicon-stimulated, 4 h. inhibition, % at 9.99 µM. hit rate 0.35% among 380,000;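 active = drop in luminescence signal, shown as inhibition above about 50% in the replicate tests, limit read from the data, passing the limit was not always enough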;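 also: agonist challenge used bursicon conditioned medium at about half maximal strength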
S100A4 MyoIIA: inhibitors of S100A4-myosin IIA peptide binding, primary screen, biochemical, fluorescence polarization, TAMRA-MyoIIA peptide | inhibition, % at 10.7 µM | hit rate 0.14% among 360,000;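 active = mean inhibition of at least 70% across replicates, with every replicate also reaching that level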
Target sequence (P26447 whole entry, looked up): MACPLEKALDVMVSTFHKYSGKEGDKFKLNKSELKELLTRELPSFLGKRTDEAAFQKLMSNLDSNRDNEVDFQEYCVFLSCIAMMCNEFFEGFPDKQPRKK
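Compound dosing: one dose per compound; test system: human S100A4 monomer with TAMRA-labelled myosin IIA peptide; probe or stimulus: TAMRA-labelled myosin IIA heavy-chain peptide probe, 5 nM; medium: HEPES buffer with Ca2+, pH 7.2; schedule: 5 min incubation before reading; benchmarks: neutral control DMSO, positive control TFP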
Numbers without * were called inactive; · = no result given.

SMILES	PGC1a acetyl inh	Statin myotox sup	Cneo AK release	ERAP1 HTS inh	XiGFP reactiv	SIRT5 block	LGR2 antag	S100A4 MyoIIA
Cc1nnc(SCCC#N)n(CCC#N)c1=O	-11	3	-5	·	·	·	0	·
CC(Oc1ccc(Br)cc1)C(=O)Nc1nnc(C2CC2)s1 (stereo unspecified)	4	7	1	-9	0.0	-1	3	-16
CCc1ccc([C@H]2C(C(=O)O)=C[C@@H](CC3CCCC3)N2S(=O)(=O)c2ccc(C)cc2)cc1	-3	-18	1	-9	-0.1	3	-8	2
C[C@H](CO)N1C[C@H](C)[C@@H](CN(C)C(=O)c2ccncc2)Oc2ncc(-c3ccncc3)cc2C1=O	-4	14	-3	3	-0.3	3	7	12
C[C@@H]1CN([C@H](C)CO)S(=O)(=O)c2ccc(-c3ccccc3)cc2O[C@@H]1CN(C)Cc1cccnc1	4	-10	2	1	0.1	6	18	-4
O=C(NCc1nnc(SCC(=O)N2CCCc3ccccc32)o1)c1ccco1	-11	-2	·	19	0.0	-5	8	-19
C[C@H]1CN([C@@H](C)CO)C(=O)Cc2cc(NS(=O)(=O)c3cn(C)cn3)ccc2O[C@@H]1CN(C)S(=O)(=O)c1cn(C)cn1	8	-25	1	-2	0.2	-3	-11	-8
Cc1ccnc(NC(=O)c2ccc(S(=O)(=O)N3CCCCCC3)cc2)c1	·	·	·	-3	0.1	2	-58	1
COc1ccc2c3c(n(C)c2c1)[C@@H](CO)N(C(=O)Nc1ccc(F)cc1)CC31CCN(C(=O)NC2CCCC2)CC1	-6	·	·	1	0.5	3	6	2
Cc1cc(C)c(S(=O)(=O)NCCCn2ccnc2)cc1C	9	-10	0	0	0.1	-1	-11	1
O=C(CSc1nccc(=O)[nH]1)N1CCOCC1	6	-15	-5	3	-0.2	-1	-11	-3
CN1CCN(C(=O)[C@@H]2[C@@H](CO)[C@@H]3Cn4c(cccc4=O)[C@@H]3N2Cc2cc(F)ccc2F)CC1	·	-3	2	0	0.1	3	12	-3
Cc1cccc(NC(=O)CCS(=O)(=O)c2ccccc2)n1	·	6	-5	1	0.1	-2	-4	-6
CSc1ccccc1C(=O)NC(C)c1ccc(-n2ccnc2)cc1 (stereo unspecified)	·	3	1	1	0.1	1	2	2
O=C(O)c1ccc(-c2noc(-c3cccc(C(F)(F)F)c3)n2)cc1	·	-30	-2	0	0.0	·	·	9
O=C1N/C(=C/c2cccn2-c2ccccc2)C(=O)N1c1cccc(Cl)c1	1	·	4	·	0.0	·	-8	·
O=c1cc(CSc2ccccc2)nc(-c2ccccc2)[nH]1	5	·	·	-3	0.0	0	30	-3
CC(C)(C)c1ccc(NC(=O)COC(=O)c2ccc(NS(=O)(=O)c3ccc(F)c(F)c3)cc2)cc1	3	-9	-2	·	0.3	·	-7	·
COc1ccc(C(=O)NC[C@H]2O[C@@H](n3cnc4c(N)ncnc43)[C@H](O)[C@@H]2O)cc1OC	-7	-1	-1	2	0.4	-4	-5	-3
C[C@@H]1CCCCO[C@@H](CN(C)C)[C@@H](C)CN([C@H](C)CO)C(=O)c2cc(NC(=O)NC3CCCCC3)ccc2O1	0	12	0	0	-0.1	-2	31	8
COc1ccc(NC(=O)CN(C)C(=O)c2csc3c2CCCC3)cc1	-45	5	0	0	-0.6	2	26	-1
CO[C@H](CN(C)S(=O)(=O)c1ccc(Cl)cc1)[C@H](C)CN(C(=O)Nc1ccccc1F)[C@@H](C)CO	9	9	55	0	0.0	0	1	17
C[C@H]1CN([C@@H](C)CO)C(=O)c2c(c3ccccc3n2C)-c2ccccc2CO[C@@H]1CN(C)Cc1ccc(Cl)c(Cl)c1	·	·	·	3	0.0	-3	6	8
COc1ccc(OC)c(CCNC(=O)CS(=O)(=O)Cc2nc(-c3ccc(C)cc3)oc2C)c1	3	7	1	3	·	-4	10	-5
CCOc1ccccc1CNS(=O)(=O)c1csc(C(N)=O)c1	-11	-3	-2	3	0.1	1	-2	4
Cc1ccccc1NC(=O)Nc1ccc2c(c1)C(=O)N(C)[C@@H]1CC[C@H](CC(=O)O)O[C@@H]1CO2	2	1	-2	·	0.5	·	-13	·
CCOC(=O)c1sc(=NC(=O)c2ccccc2)n(C)c1C	-8	4	-3	-1	-0.1	-2	-45	-1
O=C(Cn1nnc(N2CCCCC2)n1)c1ccc(Cl)c(Cl)c1	-10	·	-1	1	0.3	-4	8	1
O=C(C[C@H]1CC[C@H]2[C@@H](COC[C@H](O)CN2Cc2ccncc2)O1)NCc1ccccc1Cl	7	-7	0	-3	0.3	-4	2	1
CCOC(=O)N1CCN(C(=O)c2ccc(N(Cc3ccc(C)cc3)S(C)(=O)=O)cc2)CC1	1	-26	2	·	·	·	18	·
Cc1cccc2c(N=NC(=O)C(C)n3cnc4ccccc4c3=O)c(O)[nH]c12 (stereo unspecified)	7	·	·	1	0.0	-2	4	-5
O=C(NCCOC(=O)c1ccc(Cl)cc1)c1cccnc1	-1	1	7	·	·	·	10	·
CC(=O)c1cccc(NC(=O)CCN2C(=O)C3C4CCC(C4)C3C2=O)c1 (stereo unspecified)	·	1	3	-1	0.3	-4	9	4
CCOC(=O)C1CCCN(c2c(NCCC(C)C)c(=O)c2=O)C1 (stereo unspecified)	3	-3	-2	-1	-0.1	-1	-5	-3
Cc1c(CC(=O)O)c(=O)oc2c(C)c3occ(-c4ccc(Br)cc4)c3cc12	1	1	-1	0	0.2	1	-37	-10
O=C(CCN1CCCCC1)Nc1ccccc1	-21	1	-1	0	0.0	4	22	-10
CN1C(=O)c2cc(NC(=O)Cc3ccccc3)ccc2OC[C@@H]2O[C@@H](CC(=O)NC3CCC3)CC[C@@H]21	-3	43	-3	2	0.0	-2	16	-4
Cc1cccc(C(=O)N(NC(=O)Oc2ccccc2)C(C)(C)C)c1	-1	·	-1	·	0.0	·	5	·
COc1ccc(CC(=O)NC(=S)NNC(=O)COc2c(C)cccc2C)cc1	-13	·	2	·	0.1	·	4	·
CC1CCc2c(sc3ncnc(SCC(=O)N(C)C4CCS(=O)(=O)C4)c23)C1 (stereo unspecified)	·	3	-2	0	0.0	-3	1	-12

Some of the entries so far, with each value named:
> COc1ccc(NC(=O)CN(C)C(=O)c2csc3c2CCCC3)cc1
- PGC1a acetyl inh: -45
- Statin myotox sup: 5
- Cneo AK release: 0
- ERAP1 HTS inh: 0
- XiGFP reactiv: -0.6
- SIRT5 block: 2
- LGR2 antag: 26
- S100A4 MyoIIA: -1
> CO[C@H](CN(C)S(=O)(=O)c1ccc(Cl)cc1)[C@H](C)CN(C(=O)Nc1ccccc1F)[C@@H](C)CO
- PGC1a acetyl inh: 9
- Statin myotox sup: 9
- Cneo AK release: 55
- ERAP1 HTS inh: 0
- XiGFP reactiv: 0.0
- SIRT5 block: 0
- LGR2 antag: 1
- S100A4 MyoIIA: 17
> C[C@H]1CN([C@@H](C)CO)C(=O)c2c(c3ccccc3n2C)-c2ccccc2CO[C@@H]1CN(C)Cc1ccc(Cl)c(Cl)c1
- PGC1a acetyl inh: ·
- Statin myotox sup: ·
- Cneo AK release: ·
- ERAP1 HTS inh: 3
- XiGFP reactiv: 0.0
- SIRT5 block: -3
- LGR2 antag: 6
- S100A4 MyoIIA: 8
> COc1ccc(OC)c(CCNC(=O)CS(=O)(=O)Cc2nc(-c3ccc(C)cc3)oc2C)c1
- PGC1a acetyl inh: 3
- Statin myotox sup: 7
- Cneo AK release: 1
- ERAP1 HTS inh: 3
- XiGFP reactiv: ·
- SIRT5 block: -4
- LGR2 antag: 10
- S100A4 MyoIIA: -5

Back to the main list, repeating the two entries before the break.
SMILES	PGC1a acetyl inh	Statin myotox sup	Cneo AK release	ERAP1 HTS inh	XiGFP reactiv	SIRT5 block	LGR2 antag	S100A4 MyoIIA
COc1ccc(CC(=O)NC(=S)NNC(=O)COc2c(C)cccc2C)cc1	-13	·	2	·	0.1	·	4	·
CC1CCc2c(sc3ncnc(SCC(=O)N(C)C4CCS(=O)(=O)C4)c23)C1 (stereo unspecified)	·	3	-2	0	0.0	-3	1	-12
CCN(CC)S(=O)(=O)c1cc(OC)ccc1N=Nc1ccc(O)c2ncccc12	28	-159	-1	2	-0.1	-1	20	-6
COCC1CCN(c2nc3nonc3nc2N2CCSCC2)C1 (stereo unspecified)	-8	·	1	0	0.3	3	·	3
CN(CC(=O)Nc1ccc(N2CCOCC2)cc1)CC(=O)Nc1ccc(Cl)cc1[N+](=O)[O-]	-1	5	·	0	0.0	-4	-7	-1
Cn1c(=O)n(C)c2cc([N+](=O)[O-])c(N3CCN(C(=O)c4ccccc4Br)CC3)cc21	·	·	·	2	0.1	-3	8	8
O=C(Nc1cc(Cl)ccc1N1CCOCC1)c1ccc(Br)o1	·	-1	19	3	0.4	-2	9	3
C[C@H]1CN([C@@H](C)CO)C(=O)c2cc(C#CCN(C)C)cnc2O[C@@H]1CN(C)C(=O)CCN1CCCCC1	4	6	11	2	-0.6	3	11	4
CCOC(=O)c1c(C)[nH]c(C)c1C(=O)CSc1nc2ccccc2n1CCOC	3	·	·	0	0.0	1	·	5
N#C[C@@H]1[C@H](c2ccc(-c3cccc(F)c3)cc2)[C@H](CO)N1S(=O)(=O)c1cccc(F)c1	-9	-9	1	0	-0.1	2	5	2
Cc1cc(=O)oc2cc(OCC(=O)N3CC[C@@]4(O)CCCC[C@H]4C3)ccc12	-7	2	-3	0	·	-2	-1	4
Cc1ccc(CNC(=O)C2CCN(c3nn4c(=O)cc(C)nc4s3)CC2)cc1	-7	-1	0	-4	0.0	1	2	2
O=C(CNCc1cccc2ccccc12)Nc1ccccc1[N+](=O)[O-]	-9	·	·	9	0.1	-4	6	-2
COCCNC(=O)CN1C(=O)NC2(CCCc3ccccc32)C1=O (stereo unspecified)	24	1	5	2	0.0	-1	0	-8
CN1CCN(S(=O)(=O)c2ccc(NC(=O)COc3ccccc3)cc2)CC1	·	·	·	-9	0.0	1	-14	-5
C[C@@H](NC(=O)[C@H]1N[C@H]2c3ccc(-c4cccnc4)c(=O)n3C[C@H]2[C@@H]1CO)c1ccccc1	·	18	-2	2	-0.1	-19	7	18
C=CCNC(=O)NC(=O)COC(=O)/C(C#N)=C/c1ccc(OC)cc1	-9	·	·	4	-0.1	·	6	4
CCN1C[C@@H]2[C@@H]3C(=O)N(C)C(=O)[C@@H]3[C@](C)(C1=O)N2C(=O)c1ccc(C(F)(F)F)cc1	·	3	-4	-1	0.0	-3	-7	1
Cc1ccc(CSCCNC(=O)CN(c2cccc([N+](=O)[O-])c2)S(C)(=O)=O)cc1	·	·	·	-2	0.0	4	-5	-2

An excerpt (hit frequency here may not be typical).
